From PubChem BioAssay
Calb biofilm kill: kills Candida albicans biofilms; AID 834; inhibition, % at 6 µM; C. albicans biofilm + clotrimazole, Alamar Blue; hit rate 0.14% among 85,000;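 active means inhibition above 20%; inactive means inhibition below 20%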;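 further: preformed 24 hr biofilms exposed to compound for 48 hr; 0% = biofilm without compound and 100% = blank killed by clotrimazole plus chlorhexidine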
TNFa cytotox: toxic to HUVEC cells under TNF alpha stimulation. HUVEC TNFalpha-stimulated, Hoechst cell count, imaging. cell count reduction, % at 2 µM. hit rate 0.17% among 93,000. AID 848;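 active means cell count reduction exceeding the screen mean by over 5 SD, scaled to untreated wells per plate, cut at about 78% in these data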;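 further: cells counted after 24 h of TNF alpha exposure following the 1 h pretreatment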
CYP2C9 act: activators of human CYP2C9; AID 1024; hit rate 1.4% among 96,000; activation factor at 5 µM; recombinant CYP2C9, luciferin-H conversion, luminescence; active compounds read high; factor 1 = untreated enzyme, 0 = blocked; P11712;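 active means activation factor of 2 or more for CYP2C9 at a 5 µM dose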;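 further: 0 = sulfaphenazole-blocked wells and 1 = vehicle-only wells; values of inactives mirror those of a sister screen read the other way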
Target sequence (P11712 whole entry, looked up): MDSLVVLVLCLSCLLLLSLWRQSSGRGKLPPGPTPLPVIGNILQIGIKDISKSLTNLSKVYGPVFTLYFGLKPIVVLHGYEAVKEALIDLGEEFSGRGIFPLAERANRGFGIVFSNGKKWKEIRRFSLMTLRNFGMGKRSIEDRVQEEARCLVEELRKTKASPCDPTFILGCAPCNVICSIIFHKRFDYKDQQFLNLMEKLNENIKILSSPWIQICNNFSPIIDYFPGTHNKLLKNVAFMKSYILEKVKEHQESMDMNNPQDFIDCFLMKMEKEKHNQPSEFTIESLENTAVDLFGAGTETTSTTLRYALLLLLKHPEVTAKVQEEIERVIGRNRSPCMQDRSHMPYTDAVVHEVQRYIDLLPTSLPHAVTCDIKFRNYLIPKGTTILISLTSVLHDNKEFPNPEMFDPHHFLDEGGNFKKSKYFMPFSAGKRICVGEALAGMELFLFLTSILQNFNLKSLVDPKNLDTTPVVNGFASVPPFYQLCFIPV
HUVEC tox IL1B: toxic to HUVEC cells under IL-1B stimulation; AID 845; cell count reduction, % at 2 µM; hit rate 0.41% among 94,000; HUVEC cell count loss, Hoechst imaging, IL-1B stimulated;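 active means cell count reduction more than 3 SD above the screen-wide mean, cut at about 70% in these data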;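 further: normalized per plate to untreated control cells as the no-loss baseline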
hDAT+cocaine: modulates human dopamine transporter uptake under cocaine. Q01959. LLC-PK1 hDAT cells, [14C]-dopamine uptake with cocaine IC80; actives deviate in either direction. B-score at 10 µM. hit rate 1.3% among 110,000. AID 449768;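 active means Z score or B-score, a plate-position-corrected score, falls beyond the plate's 99.7% confidence bounds, in either direction; inactive means both scores lie inside the 99.7% bounds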;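 further: scored against the spread of the other compound wells on the same plate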
Target sequence (Q01959 whole entry, looked up): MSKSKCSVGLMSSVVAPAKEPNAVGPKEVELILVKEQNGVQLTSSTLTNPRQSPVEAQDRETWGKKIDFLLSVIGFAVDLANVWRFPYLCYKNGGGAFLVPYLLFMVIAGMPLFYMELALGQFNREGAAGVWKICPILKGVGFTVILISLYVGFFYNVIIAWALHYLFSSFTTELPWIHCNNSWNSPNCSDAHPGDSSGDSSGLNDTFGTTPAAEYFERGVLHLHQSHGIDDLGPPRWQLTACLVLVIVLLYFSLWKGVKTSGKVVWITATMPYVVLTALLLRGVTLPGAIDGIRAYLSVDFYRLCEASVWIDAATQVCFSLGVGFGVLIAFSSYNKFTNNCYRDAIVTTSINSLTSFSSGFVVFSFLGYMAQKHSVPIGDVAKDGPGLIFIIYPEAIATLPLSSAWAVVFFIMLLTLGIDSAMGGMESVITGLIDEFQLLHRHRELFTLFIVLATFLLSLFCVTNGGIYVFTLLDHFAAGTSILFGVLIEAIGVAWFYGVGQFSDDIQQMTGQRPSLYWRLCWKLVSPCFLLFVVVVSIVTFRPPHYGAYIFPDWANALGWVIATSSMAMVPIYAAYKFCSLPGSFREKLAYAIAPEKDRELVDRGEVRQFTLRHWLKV
CYP2C19 activ: cytochrome P450 2C19 (human) activation | P33261 | recombinant CYP2C19, luciferin-H EGE luminescence; active compounds read high; 0 = fully inhibited enzyme, 1 = untreated enzyme | activation factor at 5 µM | 96,000 tested, under 10 active | AID 1025;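 active means activation factor of at least 2 at 5 µM in the primary screen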;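 further: 0 = wells with 2.5 mM tranylcypromine and 1 = vehicle-only wells; values of inactives mirror those of a sister screen read the other way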
CYP2C19 inhib: blocks human cytochrome P450 2C19; inhibition, % at 5 µM; CYP2C19 Supersomes, luciferin-H EGE luminescence, 30 min; P33261; hit rate 21% among 96,000; AID 778;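 active means CYP2C19 inhibition above a set limit at 5 µM in the primary screen, cut at about 50% in these data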;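 further: plate controls were negative control wells for no effect and 2.5 mM tranylcypromine positive control for full effect; values of inactives mirror those of a sister screen read the other way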
VCAM1 TNFa inh: reduces TNF alpha induced VCAM1 expression in HUVEC. HUVEC TNFa-induced VCAM-1 immunofluorescence, high-content imaging. inhibition, % at 2 µM. hit rate 0.48% among 95,000;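 active means inhibition above the batch mean plus 3 SD, with images confirmed as a hit by eye, cut at about 37% in these data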;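 further: 0% = TNF-stimulated DMSO wells and 100% = unstimulated control wells; not every result past the cut was called active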
CYP2C9 inh: inhibitors of human CYP2C9; P11712; CYP2C9 Supersomes, luciferin-H conversion, luminescence; inhibition, % at 5 µM; hit rate 20% among 96,000; AID 777;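 active means blocking of liver enzyme CYP2C9 beyond about 50% at 5 µM, limit read from the data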; further: values of inactives mirror those of a sister screen read the other way
Numbers without * were called inactive; nt = no result given. Rows were taken by chance; any-hit rate near 29%.

The first 4 records, to show the layout:
Results follow in this order: Calb biofilm kill, TNFa cytotox, CYP2C9 act, HUVEC tox IL1B, hDAT+cocaine, CYP2C19 activ, CYP2C19 inhib, VCAM1 TNFa inh, CYP2C9 inh
O=c1[nH]cnc2cc(Cl)ccc12
  6, -13, 0.9, -25, -0.1, 1.1, -6, -3, 5
CN(C)S(=O)(=O)Nc1ccc(NS(=O)(=O)N(C)C)c(S(=O)(=O)c2ccccc2)c1
  0, -31, 0.6, 3, -0.92, 1.1, -7, -14, 36
CC(=O)Nc1ccc2c3c(cccc13)CC2
  nt, -10, nt, 9, -0.31, nt, nt, 2, nt
Cn1nc(C(=O)NC2CCCCCC2)ccc1=O
  9, -14, 1.1, 14, -0.63, 1.2, -16, -4, -8

This part in full (from the top)
Results follow in this order: Calb biofilm kill, TNFa cytotox, CYP2C9 act, HUVEC tox IL1B, hDAT+cocaine, CYP2C19 activ, CYP2C19 inhib, VCAM1 TNFa inh, CYP2C9 inh
O=c1[nH]cnc2cc(Cl)ccc12
  6, -13, 0.9, -25, -0.1, 1.1, -6, -3, 5
CN(C)S(=O)(=O)Nc1ccc(NS(=O)(=O)N(C)C)c(S(=O)(=O)c2ccccc2)c1
  0, -31, 0.6, 3, -0.92, 1.1, -7, -14, 36
CC(=O)Nc1ccc2c3c(cccc13)CC2
  nt, -10, nt, 9, -0.31, nt, nt, 2, nt
Cn1nc(C(=O)NC2CCCCCC2)ccc1=O
  9, -14, 1.1, 14, -0.63, 1.2, -16, -4, -8
O=c1c(Cc2ccccc2O)c(O)nc2n1CCCS2
  13, nt, 1.1, nt, -0.94, 1, 3, nt, -8
COC(=O)C1=CN(C)C=C(C(=O)OC)C1c1ccc(O)c(OC)c1
  5, -1, 1, 30, 0.31, 1.1, -7, -7, -4
CC1CCCC(C)N1C(=O)CSc1nnc(COc2ccccc2)n1-c1ccccc1 (stereo unspecified)
  7, -5, 0.6, 19, -0.23, 0.4, 65*, 13, 42
Cc1cccc(NCCC(=O)c2ccc(Br)cc2)c1
  nt, -7, 0.8, -21, -0.44, 0.7, 32, 6, 23
Cc1ccc(OCC(=O)Nn2cnc3ccccc32)cc1
  1, -6, 0.9, -19, -0.69, 0.8, 17, 16, 7
COc1ccc(-n2nc3c(c2NC(=O)c2c(F)cccc2Cl)CS(=O)C3)cc1 (stereo unspecified)
  2, 2, 1.1, 0, -0.47, 1.1, -8, -2, -7
COc1ccc(N/C=C2/CCCCC2=O)cc1
  -1, 10, 1, -16, 0.82, 0.7, 27, -16, 3
Cn1c(SCc2nc3ccccc3[nH]2)nnc1-c1ccccn1
  10, nt, 0.9, -23, 0.3, 0.3, 69*, -4, 8
O=C(O)CSc1ncnc2sc3c(c12)CCC3
  nt, 5, 0.9, -23, nt, 1, -4, -11, 6
CN(CCNC(=O)C1(O)c2ccccc2NC(=O)N1c1ccccc1)Cc1ccccc1 (stereo unspecified)
  -2, nt, 0.7, nt, nt, 1, 3, nt, 33
Fc1cccc(Cl)c1CSc1nnnn1-c1ccc2c(c1)OCO2
  6, -31, 0.6, -10, 0.39, 0.1, 92*, 5, 38
CCC(CC)c1nnc(NC(=O)CCCN2C(=O)c3ccccc3C2=O)s1
  6, -6, 0.3, -9, 1.1, 0.6, 41, 15, 72*
CCN(CC)c1nc(Nc2ccc(Cl)cc2)nc(OCC#N)n1
  nt, -40, 1, -24, 0.37, 1.1, -6, -5, 1
Cc1c(C#N)c2ncnc(N)c2n1-c1ccccc1
  -3, -1, 0.8, 6, 1, 0.8, 15, -29, 16
N#Cc1nc(COc2ccc(Cl)cc2Cl)oc1N1CCN(c2ccccc2)CC1
  2, -42, 0.6, -66, -0.62, 0.4, 58*, 12, 42
Cc1noc(C)c1COC(=O)CCCc1c[nH]c2ccccc12
  8, nt, 0.2, nt, 1, 0.1, 93*, nt, 81*

Record cards, from the list above. Order of screens: Calb biofilm kill | TNFa cytotox | CYP2C9 act | HUVEC tox IL1B | hDAT+cocaine | CYP2C19 activ | CYP2C19 inhib | VCAM1 TNFa inh | CYP2C9 inh
Record of O=c1c(Cc2ccccc2O)c(O)nc2n1CCCS2 = 13 | nt | 1.1 | nt | -0.94 | 1 | 3 | nt | -8
Record of CC(=O)Nc1ccc2c3c(cccc13)CC2 = nt | -10 | nt | 9 | -0.31 | nt | nt | 2 | nt

Additional structures:
Results follow in this order: Calb biofilm kill, TNFa cytotox, CYP2C9 act, HUVEC tox IL1B, hDAT+cocaine, CYP2C19 activ, CYP2C19 inhib, VCAM1 TNFa inh, CYP2C9 inh
O=C(CSc1nnc(Cc2cccs2)n1-c1ccccc1)NC1CCCCC1
  5, -5, 0.3, -55, 0.57, 0.5, 55*, 8, 72*
Cc1nc2ccccc2c(=O)n1/N=C/c1cccnc1
  2, nt, 0.8, 6, 0.56, 0.8, 23, 19, 23
COc1ccc(CNC(=O)CSc2nnc(C)s2)cc1
  0, nt, 1.2, nt, -1.6, 1, 1, nt, -15
O=C(Nc1cccnc1)C1CCCN(S(=O)(=O)c2ccccc2)C1 (stereo unspecified)
  -1, -6, 0.6, -1, -0.12, 0.4, 64*, -4, 42
CCC1CCCCN1S(=O)(=O)c1ccc(NC(=O)c2cccs2)cc1 (stereo unspecified)
  3, -17, nt, 5, 0.17, nt, nt, -3, nt
COc1ccccc1N/C(N)=N/c1nc(CSc2ccc(C)cc2)cc(=O)[nH]1
  -5, -19, 0.4, 25, -0.01, 0.4, 61*, 0, 61*
Cc1ccc(CNC(=O)CN2CCC(C(N)=O)CC2)cc1
  7, 28, 1.1, 1, -0.6, 1, 3, 8, -11
CCOc1cccc(C(=O)Nc2cccc(-c3nnc(-c4ccc(C)cc4)o3)c2)c1
  8, -6, 1, -132, 0.95, 1.1, -13, 5, -3
COc1ccc(C(=O)Nn2cnnc2)c(OC)c1
  9, -21, 0.7, -4, 0.16, 0.7, 34, 10, 29
COc1ccc2nc(SCC(N)=O)[nH]c2c1
  2, -10, 1.2, 6, -1.6, 1.1, -13, -1, -16
O=C(Nc1ccc2c(c1)OCO2)C1CC(c2ccccc2Cl)=NO1 (stereo unspecified)
  4, -8, 1.8, -5, -0.33, 0.1, 94*, 26, -75
Cc1nnc(NC(=O)c2cccc(NC(=O)C(C)C)c2)s1
  -2, -38, 1, -30, -7*, 1.1, -12, 4, -3
COC(=O)c1ccc(NC(=O)COC(=O)CSc2nc(C)cc(C)n2)cc1
  nt, 2, 0.7, 9, nt, 0.7, 28, 0, 35
Cc1cc2[nH]c(=O)c3ccccc3n2n1
  5, -1, 1, -10, 0.88, 1, 0, 0, -2
COc1ccc(-c2noc(CSc3nc4ccccc4c(=O)n3-c3ccccc3)n2)cc1OC
  11, -20, 0.3, -28, 1.7, 0.6, 43, 2, 69*
CC1CCCN(C(=O)C2c3ccccc3C(=O)N3CCc4ccccc4C23)C1 (stereo unspecified)
  8, -1, 1, -23, -0.81, 1, -4, 8, 3
CC(C)c1nnc(NC(=O)CCC(=O)NCc2ccc3c(c2)OCO3)s1
  5, -7, 0.9, 7, -0.54, 1, 1, 36, 12
O=C(Nc1ccccc1Cl)c1cccc(COc2cc(Cl)ccc2Cl)c1
  nt, 4, 1, 1, nt, 1, -2, -44, -4
CCOC(=O)c1ccc(NC(=O)c2cc(S(=O)(=O)N3CCOCC3)ccc2O)cc1
  2, -31, 0.6, 0, -0.67, 1.1, -8, 0, 42
CCN1CCN(Cc2cc(=O)oc3ccc(Cl)cc23)CC1
  4, nt, 1, 18, -0.25, 1, -2, nt, -1
Cc1occc1-c1nnc(SCC(=O)Nc2ccccc2N2CCCCC2)n1C
  3, -14, 0.7, 12, 1.9, 0.5, 45, -8, 28
O=C(Cn1cnc2ccccc2c1=O)Nc1ccc2c(c1)CCC2
  6, -22, 0.6, -26, 0.14, 0.7, 30, -3, 40
COc1ccccc1Nc1nc(N)nc(CSc2nccc(C)n2)n1
  8, -22, 1.4, 3, 0.026, 0.8, 24, 2, -40
Cc1ccc(S(=O)(=O)Nc2c(C)ccc3nsnc23)cc1
  3, -14, nt, 2, -0.5, nt, nt, 12, nt
COc1ccc(N2C(=O)C(CC(=O)Nc3ccccc3)N(Cc3ccc4c(c3)OCO4)C2=O)cc1 (stereo unspecified)
  nt, 4, 0.8, 1, 0.0052, 0.9, 7, -10, 18
C=CCSc1nc2sc(-c3ccccc3)cc2c(=O)n1N
  nt, -2, 0.5, -38, -0.35, 0.7, 29, 4, 50*
CN1c2ccccc2C(C)(C)C12C=Nc1c(cc(N3CCOCC3)c3ccccc13)O2 (stereo unspecified)
  nt, -42, 0.3, -13, 0.34, 0.7, 30, -22, 70*
c1ccc(CN2CCN(C(c3ccccc3)c3nnnn3Cc3ccccc3)CC2)cc1 (stereo unspecified)
  6, -28, nt, -5, -0.066, nt, nt, 6, nt
Cn1cccc1-c1cc(C(=O)O)[nH]n1
  -4, nt, 0.9, nt, 0.55, 1, -2, nt, 10
CCn1nc(C)c(NC(=O)/C=C/c2ccc(OC)c(COc3ccc(Br)cc3)c2)c1C
  1, 0, nt, 17, 0.89, nt, nt, 1, nt
CCN(CC)c1ncc(C)c(=O)[nH]1
  1, nt, 1.1, nt, 0.014, 1, -2, nt, -7
Cc1cc(C)n(C(=O)c2ccc(NC(=O)CC(C)C)cc2)n1
  4, 8, 1.6, 18, 1.1, 0.5, 50, 6, -56
Cn1c(/C(C#N)=C(\O)COc2ccc3ccccc3c2)nc2ccccc21
  nt, nt, 1.1, nt, -0.58, 0.9, 9, nt, -6
CC(NC(=O)c1ccncc1)C(C)(C)C (stereo unspecified)
  3, 6, 0.5, -2, 0.069, 0.8, 23, -5, 46
COC(=O)C(C(=O)OC)=C(/C=C/C=C/N(C)C)N(C)C
  4, nt, 1.1, 10, -1.8, 1, -4, nt, -14
Cc1nn(-c2ccccc2)c(Cl)c1C1C(C#N)=C(N)Oc2c1c(C)nn2-c1ccccc1 (stereo unspecified)
  8, 1, 0.1, 4, -1.1, 0.2, 81*, 2, 91*
Fc1ccccc1COc1ccc(-c2nnn(Cc3ccccc3F)n2)cc1
  -4, -2, 0.8, 7, -0.67, 1.1, -6, 6, 19
CCOC(=O)CSc1nc2c(c(=O)n(C)c(=O)n2C)n1CCCc1ccccc1
  -2, -7, 0.3, -95, -1, 0.4, 57*, 1, 73*
CCOc1cc(S(=O)(=O)NC2CC2)c(OCC)cc1-n1cnnn1
  5, -61, 0, -5, 1.1, 0.2, 80*, 17, 95*
O=C(O)C1C2C=CC(C2)C1C(=O)Nc1ccc(C(=O)N2CCCCC2)cc1 (stereo unspecified)
  -1, -12, 0.9, 1, nt, 0.9, 15, 8, 5
CCOc1ccccc1NC(=O)c1ccc(S(=O)(=O)N(C)C)cc1
  nt, -27, 0.6, -4, 1.2, 0.7, 28, 10, 36
c1ccc(Cn2ncc3c(NCc4ccco4)ncnc32)cc1
  6, nt, 1.1, nt, 2, 0.8, 19, nt, -6
O=C(Nc1ccccc1)c1sc2cc(C(F)(F)F)cnc2c1-c1cccs1
  1, nt, 0.3, 6, 0.048, 0.5, 52*, -12, 74*
CC(C)C(NC(=S)NCc1ccccc1)C(=O)O (stereo unspecified)
  3, -4, 0.7, -19, 1.1, 0.1, 86*, -18, 34
CCn1nc(C)c(NC(=O)/C=C/c2cnn(C)c2C)c1C
  nt, 0, 0.9, -9, -0.024, 0.9, 15, 20, 6
Cc1nn(Cc2ccc([N+](=O)[O-])cc2)c(=O)n1-c1cccc(F)c1
  nt, -12, 0.9, 0, 0.9, 0.6, 44, 9, 9
C=CCSc1nnc(Cc2c(C)[nH]c3ccccc23)o1
  2, -29, nt, 11, 0.67, nt, nt, 30, nt
CCOc1ccc(OCC)c(NC(=O)CN(c2ccc(C)cc2)S(=O)(=O)c2c(C)noc2C)c1
  2, -23, 0.1, 16, -0.38, 0.6, 42, 3, 92*
